# CHT PAM: allosterically activates the human high affinity choline transporter | Q9GZV3 | hit rate 0.49% among 310,000 | CHT-expressing cells, membrane potential dye, choline EC20; stronger effect = higher value; LV-AA mutant CHT in HEK293 cells | B-score at 10 µM;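 active = initial fluorescence not abnormally high and integrated response B-score, plate-corrected, over 3 SD above library mean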
# Target sequence (Q9GZV3 whole entry, looked up): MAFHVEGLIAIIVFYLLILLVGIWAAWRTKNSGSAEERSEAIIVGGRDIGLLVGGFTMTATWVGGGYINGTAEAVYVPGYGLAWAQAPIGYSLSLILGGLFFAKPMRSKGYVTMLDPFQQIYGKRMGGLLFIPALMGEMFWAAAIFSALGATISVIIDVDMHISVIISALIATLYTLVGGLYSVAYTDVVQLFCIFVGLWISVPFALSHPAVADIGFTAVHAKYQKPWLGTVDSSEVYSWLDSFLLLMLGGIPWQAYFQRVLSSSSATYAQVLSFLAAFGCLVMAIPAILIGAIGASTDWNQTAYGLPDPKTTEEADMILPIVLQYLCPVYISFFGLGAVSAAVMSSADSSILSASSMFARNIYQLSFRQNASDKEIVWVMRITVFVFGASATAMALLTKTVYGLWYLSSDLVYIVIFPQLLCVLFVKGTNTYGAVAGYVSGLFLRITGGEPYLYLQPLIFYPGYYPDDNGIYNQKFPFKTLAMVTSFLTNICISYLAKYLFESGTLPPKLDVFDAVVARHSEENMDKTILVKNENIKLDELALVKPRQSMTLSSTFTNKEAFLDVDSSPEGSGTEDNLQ
# STK33 inh: blocks human STK33 kinase activity; Q9BYT3; purified STK33, MBP phosphorylation, ADP-Glo luminescence; inhibition, % at 10 µM; hit rate 0.073% among 320,000; AID 2661;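 active = inhibition at or above 25%, using the most active replicate where run in duplicate; inactive = inhibition below 25%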
# Target sequence (Q9BYT3 whole entry, looked up): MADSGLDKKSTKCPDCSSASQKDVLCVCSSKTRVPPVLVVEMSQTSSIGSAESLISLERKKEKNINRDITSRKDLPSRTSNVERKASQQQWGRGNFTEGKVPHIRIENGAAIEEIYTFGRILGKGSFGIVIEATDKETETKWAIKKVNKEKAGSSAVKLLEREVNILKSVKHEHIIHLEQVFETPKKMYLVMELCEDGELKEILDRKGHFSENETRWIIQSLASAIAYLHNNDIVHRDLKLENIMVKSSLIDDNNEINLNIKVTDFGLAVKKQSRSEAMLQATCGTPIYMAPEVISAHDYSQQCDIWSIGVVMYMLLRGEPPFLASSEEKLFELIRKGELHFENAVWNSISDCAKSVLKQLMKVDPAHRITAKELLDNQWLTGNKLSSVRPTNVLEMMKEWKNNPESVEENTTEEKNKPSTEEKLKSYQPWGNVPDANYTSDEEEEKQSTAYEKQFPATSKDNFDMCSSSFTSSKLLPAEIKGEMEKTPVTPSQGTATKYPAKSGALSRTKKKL
# CHT inh: human CHT choline transport inhibition | CHT-expressing cells, membrane potential dye, choline response; stronger effect = lower value | B-score at 10 µM | hit rate 0.86% among 310,000 | AID 488975;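 active = B-score over 3 SD under the library average, and starting fluorescence ratio not unusually high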;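 also: choline stimulus applied at its EC90 after an EC20 pre-addition; B-score computed on integrated fluorescence ratio after choline addition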
# * marks the source's active call; other numbers are inactive results; i = inactive; · = no result given.
nr	Structure	CHT PAM	STK33 inh	CHT inh
1	Cc1cc(NC(=O)CSc2nnc3c(C)cc4cc(C)c(C)cc4n23)no1	i	-1.1	i
2	CCOC(CCn1c(SCc2ccc([N+](=O)[O-])cc2)nc2ccccc2c1=O)OCC	i	-0.8	i
3	O=C(Nc1ccc(F)c([N+](=O)[O-])c1)C1CCCO1 (stereo not given)	i	-0.6	i
4	COc1ccc(S(=O)(=O)N2CCCCCC2)cc1C(=O)Nc1ccccn1	i	4.2	i
5	Cc1ccc(N(CC(=O)NC2CCCCC2)S(=O)(=O)c2c(C)noc2C)cc1	i	0.4	i
6	CCOC(=O)C1=C(C)NC(=O)NC1c1ccc(OCC(=O)Nc2ccccc2)c(OC)c1 (stereo not given)	i	1.0	i
7	O=C(Oc1ccc(F)c(F)c1)c1ccc2c(=O)n3c(nc2c1)CCC3	i	0.6	i
8	Cc1cccc(NC(=O)COC(=O)CCc2ccccc2)c1C	i	3.1	i
9	COc1ccc(-c2csc3ncn(-c4ccc(C)cc4)c(=O)c23)cc1OC	i	0.0	i
10	Cc1ccnc(SCc2cn3c(C)cccc3n2)n1	7.05*	-0.3	i
11	O=C(Cn1nnc(-c2ccccc2)n1)N/N=C/c1ccc(-c2ccc(Cl)cc2)o1	i	-0.9	i
12	OCCNc1nc(Nc2ccccc2)nc(Nc2ccccc2)n1	i	-2.7	i
13	CCN(CC)CCNC1=NCCn2c1cc1cc(OC)ccc12	8.15*	4.4	i
14	C=CCOc1ccc(/C=N/O)cc1Cl	i	-0.6	i
15	COc1ccc2cc(/C=N/NC(=O)c3c(Cl)cnn3C)c(Cl)nc2c1	i	-1.6	i
16	Cn1c(SCC(=O)NC2CCCCC2)nnc1-c1ccccc1O	i	-0.5	i
17	COc1ccc(NC(=O)/C=C/c2ccc(C)o2)cc1S(=O)(=O)N1CCOCC1	i	-1.6	i
18	CCOC(=O)COc1ccc(S(=O)(=O)NC2CC2)cc1	i	-0.6	i
19	Cc1ccc(C(CNS(=O)(=O)c2ccccc2)N2CCN(C)CC2)cc1 (stereo not given)	i	3.1	i
20	Cc1ccc(S(=O)(=O)ON2C(=O)c3cccc4cccc(c34)C2=O)cc1	i	0.2	i
21	COc1cc(C2NC(=O)NC(C)=C2C(=O)OC2CCC(C)CC2)ccc1O (stereo not given)	i	-1.4	i
22	Cc1ccnn1CC(=O)N/N=C/c1cn[nH]c1-c1ccccc1	i	-0.1	i
23	Cc1ccc(NC(=O)CN2CC(C)SC2=NC2CCCCC2)cc1 (stereo not given)	i	-2.6	i
24	Cc1ccc(-c2ccc(/C=N/N3C(=O)C4C5C=CC(C6CC56)C4C3=O)o2)c([N+](=O)[O-])c1 (stereo not given)	i	-0.9	i
25	Nc1nc(NCc2ccccc2)nc(Nc2ccc(F)cc2)c1[N+](=O)[O-]	i	-1.0	i
26	COCCOc1nc2c(c(=O)n(C)c(=O)n2C)n1CCc1ccccc1	i	1.5	i
27	CCOc1ccc(NC(=O)CCNS(=O)(=O)c2cccs2)cc1	i	-2.4	i
28	CC1NC(=O)NC1CCCCCC(=O)Nc1ccc(F)cc1 (stereo not given)	i	-0.3	i
29	Cc1cccc(-n2ncc3c2CCCC3NC(=O)C2(C(N)=O)CC2)c1C (stereo not given)	i	-0.6	i
30	COc1cc(CCC(=O)OCC(=O)Nc2cccc(S(=O)(=O)N(C)C)c2)cc(OC)c1OC	i	-1.1	i
31	COCCN(C(=O)Cc1cccs1)c1nnc(-c2cccnc2)s1	i	-2.5	i
32	O=S(=O)(Cc1ccc(Cl)cc1)N1CCCCCC1	i	-1.5	i
33	COc1cccc(-c2nc(CS(=O)(=O)CC(=O)NC3CC3)c(C)o2)c1	i	-1.6	i
34	Cc1oc(C(C)(C)C)cc1C(=O)N1CCN(C(c2ccccc2)c2ccccc2)CC1	i	-3.2	i
35	O=C(O)CCCC(=O)N1CCN(c2cccc(Cl)c2)CC1	i	0.8	i
36	CCc1nc2ccc(C(=O)NCc3ccc(C)o3)cc2nc1CC	i	-1.4	i
37	COc1ccc(C2CC(c3ccccc3)=NN2C(=O)COC(=O)c2nc3nc(C)cc(C)n3n2)cc1 (stereo not given)	i	0.6	i
38	CC(=O)Nc1ccc(C(=O)OCC(=O)N2CCCC2)cc1	i	-0.7	i
39	COc1ccc(-n2c(SCC(=O)Nc3ccc(C)cc3)nc(O)c(Cc3ccccc3)c2=O)cc1	i	-0.9	i
40	COCCCNC(=S)Nc1ccc(S(=O)(=O)Nc2cc(OC)nc(OC)n2)cc1	i	-0.1	i
41	CCc1cc2c(=O)oc(-c3ccccc3F)nc2s1	i	0.4	i
42	Cc1ccc(C(=O)OC2CCN(c3ccc([N+](=O)[O-])cc3)CC2)cc1	i	-2.4	i
43	COc1ccc(Cl)cc1C(=O)Nc1ccccc1N1CCCCC1	i	-1.2	i
44	Cc1c(Cl)cccc1NC(=O)CC1SCCNC1=O (stereo not given)	i	0.3	i
45	COC(=O)c1cnn2c(C)c(Cc3cccc(F)c3)c(C)nc12	i	·	i
46	c1ccc(-c2ncc(CN3CCN(c4ccccn4)CC3)[nH]2)cc1	i	2.7	i
47	Cc1cc(OC(C)C(=O)NC2CC(C)(C)NC(C)(C)C2)c2c(C)cc(=O)oc2c1 (stereo not given)	i	1.1	i
48	CC(CNC(=O)c1ccccc1Cl)c1ccccc1 (stereo not given)	i	4.5	i
49	CCN(C(=O)COC(=O)CNC(=O)c1ccc(C)c(C)c1)C1CCS(=O)(=O)C1 (stereo not given)	i	-2.1	i
50	c1ccc(CSC2=NNC(c3ccccn3)S2)cc1 (stereo not given)	i	-1.0	i
51	COc1ccccc1-c1cc(C(=O)Nc2cccnc2)no1	11*	-1.0	i
52	CNC(=O)c1ccc(-n2nc(C)cc2-c2ccccc2)cc1	i	-0.9	i
53	CCOc1cccc(CNCCSc2nnnn2C)c1	i	0.4	i
54	Fc1ccc(N2CCN(/C=C/c3nnnn3-c3ccccc3)CC2)cc1	i	0.0	i
55	O=C(Nc1c[nH]c(=O)[nH]c1=O)c1ccccc1Cl	i	2.0	i
56	O=[N+]([O-])c1cc(-c2ncccn2)cs1	i	-1.1	i
57	CCCC(=N)C1=C(O)CC(CC(C)SCC)CC1=O (stereo not given)	i	-0.4	i
58	OCCC#Cc1ccc(CN2CCN(Cc3ccsc3)C(CCO)C2)cc1 (stereo not given)	i	-1.1	i
59	CC(C)(C)N1C(=O)c2ccc(C(=O)Nc3ccc(C(=O)O)cc3)cc2C1=O	i	-1.3	i
60	CC(=O)Nc1ccc(NC(=O)Nc2ccc(C)cc2C)cc1	i	-0.3	i

# No new results follow: entries from further up.
nr	Structure	CHT PAM	STK33 inh	CHT inh
56	O=[N+]([O-])c1cc(-c2ncccn2)cs1	i	-1.1	i
57	CCCC(=N)C1=C(O)CC(CC(C)SCC)CC1=O (stereo not given)	i	-0.4	i
58	OCCC#Cc1ccc(CN2CCN(Cc3ccsc3)C(CCO)C2)cc1 (stereo not given)	i	-1.1	i
59	CC(C)(C)N1C(=O)c2ccc(C(=O)Nc3ccc(C(=O)O)cc3)cc2C1=O	i	-1.3	i
60	CC(=O)Nc1ccc(NC(=O)Nc2ccc(C)cc2C)cc1	i	-0.3	i

# The results go on.
nr	Structure	CHT PAM	STK33 inh	CHT inh
61	CCOC(=O)Cn1c2ccc(OC)cc2c2nc3ccccc3nc21	i	1.0	i
62	COCCSc1ccccc1C(=O)Nc1ccc([N+](=O)[O-])cc1OC	i	-1.5	i
63	S=C(Nc1ccccc1Cl)NC1CCC(NC(=S)Nc2ccccc2Cl)CC1 (stereo not given)	i	-1.0	i
64	O=C(Cc1ccc(Cl)cc1)Nc1ccccc1N1CCN(C(=O)c2ccccc2)CC1	i	-1.3	i
65	COc1ccc(NC(=O)CSc2nccn2Cc2ccccc2)cc1	i	-0.2	-5.26*
66	O=C(NCC(=O)N1CCC2(CC1)NCCc1[nH]cnc12)c1ccc(Br)cc1	i	4.5	i
67	CCCCC1(C)OC(=O)C(=Cc2ccc(N(C)C)cc2)C(=O)O1 (stereo not given)	i	-0.7	i
68	COc1ccc(C2c3[nH]c4ccccc4c3C[C@H]3C(=O)N(C)CC(=O)N23)cc1OC (stereo not given in full)	i	-1.2	i
69	C/[N+]([O-])=C\c1cccc(OCCN2CCN(c3ncc(C(F)(F)F)cc3Cl)CC2)c1	i	-1.4	i
70	CCCn1nc(-c2nnc(-c3ccc(C)c(C)c3)o2)c2ccccc2c1=O	i	-2.7	i
71	CCCCc1nc2sc3c(SCCN(C)C)ncnc3c2c2c1CCC2	i	1.1	i
72	CCOc1ccc(NC(=O)NC2CCCCCCC2)cc1	i	-1.2	i
73	CCC(=O)Nc1cccc(NC(=S)NC(=O)c2ccc(Cl)cc2Cl)c1	i	-2.5	i
74	CCOc1cc(/C=N/NC(N)=O)cc(Br)c1OCC(=O)Nc1ccccc1C	i	-2.0	i
75	COC(=O)CCCCC(=O)C1C(=O)CC(C)(C)C(C(=O)OC)C1=O (stereo not given)	i	0.3	i
76	O=c1/c(=C/c2ccc(CNS(=O)(=O)c3ccccc3)o2)sc2n1CCN=2	i	-2.4	i
77	CN(C)C(=O)N1CCN(C(=O)c2ccccc2Sc2ccccc2C#N)CC1	i	0.9	i
78	Cc1cc(C)n(CC(=O)N2c3ccccc3Sc3ccccc32)n1	i	-1.9	i
79	COc1ccc(NC(=O)COC(=O)Cc2c[nH]c3ccccc23)cc1OC	i	-0.4	i
80	COc1ccc(OC)c(-n2nnnc2SCC(=O)NCCc2ccccc2)c1	i	0.7	i
81	CCc1ccccc1NC(=O)COc1ccc(C(=S)N2CCCC2)cc1	i	-0.9	i
82	Cc1nc(-c2coc3c(CN(C)C)c(O)ccc3c2=O)cs1	i	0.4	i
83	CCc1nnc(NS(=O)(=O)c2ccc(N/C=C\C(=O)c3cccc(OC)c3)cc2)s1	i	2.0	i
84	CCCc1nc(Cl)c(C#N)c2c1CCCC2	i	-0.5	i
85	O=C(Nc1ccccc1N1CCCCC1)c1ccccc1F	i	0.3	i
86	Cc1ccc(-c2cc(C(F)(F)F)n3ncc(C(=O)N4CCCc5ccccc54)c3n2)cc1	i	·	i
87	CC(C)N(CCO)C(=O)CCc1nnc(Cc2cccc(C(F)(F)F)c2)o1	i	6.2	i
88	CCOc1ccc(S(=O)(=O)N2CCN(C(=O)c3cccn3C)CC2)cc1	i	-0.9	i
89	O=[N+]([O-])c1cccc(/C=C2\CCC(/C=N/Nc3ccc4ccccc4n3)=C2N2CCOCC2)c1	i	-0.3	i
90	COc1cccc(C(=O)NC(=S)Nc2ccc3oc(=O)ccc3c2)c1	i	-0.8	i
91	C/C(=N\O)c1ccccc1C(=O)O	i	0.0	i
92	CC(=O)c1cccc(N=Nc2c(-c3ccccc3)[nH]n(-c3ccccc3)c2=O)c1	i	-1.4	i
93	Cc1cccc(-c2nnc(SCc3nc4ccccc4[nH]3)n2Cc2ccco2)c1	i	3.9	i
94	Cc1ccccc1CNC(=O)c1ccc2nc(N3CCOCC3)sc2c1	i	-0.6	i
95	COc1ccc(OC)c(S(=O)(=O)N2CCCC2C(=O)N2CCc3ccccc3C2)c1 (stereo not given)	i	-2.5	i
96	Cc1ccccc1OCCN(C#N)c1nc(N(C)C)nc(N(C)C)n1	i	-2.5	i
97	O=C(CCNS(=O)(=O)c1ccccc1)N1CCCCCCC1	i	-1.2	i
98	COC(=O)[C@@H]1CCCN1C(=O)c1ccc(OC2CCN(Cc3ccccn3)CC2)cc1	i	0.3	i
99	N#Cc1c(NC(=O)CSc2n[nH]c(Cc3ccccc3)n2)oc(-c2ccccc2)c1-c1ccccc1	i	-0.7	i
100	Cc1cc(C(=O)N2CCN(c3ccccc3O)CC2)c(C)o1	i	-0.1	i
101	CCOC(=O)CN1C(=O)S/C(=C\c2ccc3c(c2)OCO3)C1=O	i	0.8	i
102	Cc1ccc(OCc2ccoc2C(=O)O)cc1C	i	-1.6	i
103	Cc1cc(C)n(-c2ccc(C(=O)Nc3cccc(S(=O)(=O)N4CCCC4)c3)cc2)n1	i	1.3	i
104	COCCOC(=O)/C=C1/NC(=O)CS1	i	-1.9	i
105	COc1ccc(S(=O)(=O)N2CCC(N3CCN(Cc4ccccc4)CC3)CC2)cc1	i	-3.0	i

# Records listed so far marked active in CHT inh:
no.	Structure	STK33 inh	CHT inh
65	COc1ccc(NC(=O)CSc2nccn2Cc2ccccc2)cc1	-0.2	-5.26*

# Next structures:
nr	Structure	CHT PAM	STK33 inh	CHT inh
106	O=C(CCN1CCN(c2ccccc2F)CC1)Nc1ccccc1F	i	0.5	i
107	O=S(=O)(Nc1cccc(-c2nc3cccnc3s2)c1)c1cccs1	i	-0.3	i
108	Cn1c(=O)c2c(ncn2CC(=O)OCC(=O)Nc2ccccc2)n(C)c1=O	i	-0.9	i
109	COc1ccc(CCCc2nnc(SCC(=O)Nc3ccc(OC)cc3)o2)cc1	i	0.1	i
110	Cc1ccc(NC(=O)CCC(=O)c2ccc(F)cc2)cc1Cl	i	-0.4	i
111	CS(=O)(=O)N(CC(=O)Nc1ccc(F)cc1)C1CCCCC1	i	0.9	i
112	COc1cc2c(cc1NC(=O)Nc1ccc(C)cc1)oc1ccccc12	i	-0.9	i
113	O=C(Nc1nc(C2C3CC4CC(C3)CC2C4)cs1)c1cc2cc([N+](=O)[O-])ccc2oc1=O (stereo not given)	i	·	i
114	CCCOc1ccccc1C1NC(=O)NC(C)=C1C(=O)OCCOCC (stereo not given)	i	0.4	i
115	NS(=O)(=O)c1cccc(NC(=O)Cn2nc(C(=O)O)c3ccccc3c2=O)c1	i	1.0	i
116	O=C(CCc1nc2ccccc2c(=O)[nH]1)Nc1cccc(S(=O)(=O)N2CCCCC2)c1	i	0.4	i

# Compound activity as filed in PubChem BioAssay.

# Hits appear at their usual frequency; about 1.5% have a hit in one of these screens.
